TR SRC2 fluor cs: counter-screen for TRb-SRC2 inhibitors: fluorescence interference; TRb/SRC2 Texas Red total fluorescence interference; Potency, µM (titrated, usually from 106 µM), inactives show at the top dose fluorescence change, negative = quenching; actives 0.29% (n = 280,000); AID 1479; active means well fitted curve in either direction with a large enough effect; inconclusive means small, poorly fitted or top-dose-only effect; further: on the % scale 0 is the no-effect control and ±100 the full control effect
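Human TRb ligand-binding domain at 0.6 uM with 20 nM Texas Red SRC2 peptide in Tris buffer containing 1 uM T3 and 5% DMSO, incubated with compound 5 h at ambient temperature. Total fluorescence (555/632 nm) calculated as parallel + 2 × perpendicular.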
TRb SRC2 PPI: inhibitors of human thyroid hormone receptor beta-SRC2 interaction; P10828; TRbeta-SRC2 peptide binding, fluorescence polarization; receptor liganded with 1 µM T3; Potency, µM (doses to about 106 µM), without a hit: at the top dose activity change, negative = inhibition, usual class: inhibitors; actives 0.065% (n = 280,000);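 further: plate controls were bound peptide for no effect and peptide without receptor for full effect; nearly all actives have a fitted effect of over 50% in size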
Target sequence (P10828 whole entry, looked up): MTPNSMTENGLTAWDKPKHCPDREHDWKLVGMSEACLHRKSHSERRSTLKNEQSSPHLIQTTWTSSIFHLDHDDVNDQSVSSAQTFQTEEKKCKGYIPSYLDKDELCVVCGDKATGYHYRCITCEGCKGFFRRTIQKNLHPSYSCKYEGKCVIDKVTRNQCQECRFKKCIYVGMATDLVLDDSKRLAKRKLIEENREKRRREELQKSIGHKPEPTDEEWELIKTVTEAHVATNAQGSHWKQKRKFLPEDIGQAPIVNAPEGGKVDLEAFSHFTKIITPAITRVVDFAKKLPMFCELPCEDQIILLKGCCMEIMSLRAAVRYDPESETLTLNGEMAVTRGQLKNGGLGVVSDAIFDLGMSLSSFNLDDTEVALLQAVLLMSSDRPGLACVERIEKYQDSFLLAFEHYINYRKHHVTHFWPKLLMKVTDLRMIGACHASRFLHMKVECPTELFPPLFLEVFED
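Decrease in fluorescence polarization of 20 nM Texas Red SRC2 coactivator peptide flagged inhibition of its binding to 0.6 uM TRb LBD; 1 uM T3 included, incubation 5 hr, ex 555/em 632 nm.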
SMN2 splice enh: increases expression of the SMN2 splice variant; HEK293 SMN2-luciferase splicing reporter, luminescence, 30-36 h; Potency, µM (series often up to 46.1 µM), for the others: top-dose activity change, positive = activation, hits mostly activators; actives 2.8% (n = 210,000); AID 1458; further: % of control where 0% means no effect; nearly all actives have a fitted effect of over 55% in size
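HEK293 cells carry an SMN2 minigene-luciferase reporter in which exon 7 inclusion puts luciferase in frame. Cells were seeded at 2000 cells/well, attached for 10-12 hours, then exposed to compounds for 30-36 hours at 37C before ONE-Glo luminescence.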
Numbers without * were called inactive; u = inconclusive; [ ] = remark or other dose. Unless noted, the call rests on the fitted dose curve; in most records, active means well fitted curve in the direction sought with a large enough effect; inconclusive means small, poorly fitted or top-dose-only effect, or another doubt; inactive means no such curve, though single readings can be large; an effect the other way counts as inactive or inconclusive. Potency means the concentration at half of the fitted maximal effect. Not all compounds are listed; the hit share may differ from the screen's.

canonical_smiles	TR SRC2 fluor cs	TRb SRC2 PPI	SMN2 splice enh
COc1ccc(CNC(=O)c2ccc3c(c2)N(Cc2c(F)cccc2Cl)C(=O)CS3)cc1	0%	6%	-43%[inhibitor]
COc1ccccc1-c1cc2nc(C)c(CCC(=O)Nc3ccc(Br)c(C)c3)c(C)n2n1	-4%	2%	-3%
CC1=C(C(=O)Nc2ccccc2C)C(c2cccnc2)n2nc(SCc3ccccc3F)nc2N1 (stereo unspecified)	-1%	-2%	5%
Cc1ccc(NC(=O)c2cc3c([nH]c2=O)CC(C)(C)CC3=O)c(C)c1	4%	-5%	-3%
CCc1ccc(-c2nc3cc(NC(=O)c4cc5ccccc5cc4OC)ccc3o2)cc1	-15%	3%	-2%
Cc1ccc(-c2nnc3c4ccccc4c(C)nn23)cc1NC(=O)c1ccccc1Cl	-8%	2%	5%
CC(=O)N1CCc2nc3sc(C(=O)c4ccc(F)cc4)c(N)c3c(C(F)(F)F)c2C1	-5%	-6%	-28%
O=C1CN(C(=O)COc2ccc(Cl)cc2Cl)C(c2ccc(F)cc2)c2cc(F)ccc2N1 (stereo unspecified)	-2%	6%	-16%
CCOC(=O)c1ccc(NC(=O)c2c(NC(C)=O)sc3c2CCC(C)C3)cc1 (stereo unspecified)	-4%	-4%	-4%
Cc1ccc2c(CN3CCN(C(=O)c4ccc(Br)cc4)CC3)cc(=O)oc2c1	1%	-7%	5%

Later entries:
canonical_smiles	TR SRC2 fluor cs	TRb SRC2 PPI	SMN2 splice enh
CCCCNC(=O)CSc1nc(-c2ccc(OC)cc2)cc(C(F)(F)F)n1	1%	0%	-6%
COc1ccc(-n2nc(C(=O)Nc3cccc(C)n3)c3c4ccccc4n(C)c3c2=O)cc1Cl	-2%	1%	12%
CCOc1ccc(NC(=O)c2cc(=O)c3ccc(C)c(C)c3o2)cc1	-19%	3%	9%
CCOC(=O)C1CCN(C(=O)Cn2nc(C)n3c(cc4cc(C)ccc43)c2=O)CC1	u	-6%	-5%
CCOC(=O)c1sc2ncn(CC(=O)Nc3ccc(N(C)C)cc3)c(=O)c2c1C	0%	3%	6%
COc1cc(NC(=O)c2cc(-c3cccc(Cl)c3)on2)c(OC)cc1Cl	5%	-9%	3%
CCOC(=O)c1sc(NC(=O)C(C)Sc2nc(-c3ccccc3)cc(C(F)(F)F)n2)c(C(=O)OC)c1C (stereo unspecified)	2%[11.2 µM]	-1%[11.2 µM]	-4%
CCCN(C(=O)c1nn(-c2ccc(OC)cc2)c(=O)c2c1c1ccccc1n2C)c1ccc(CC)cc1	-1%	-2%	-6%
COc1ccc(C(=O)c2cnc3ccc(C)cc3c2S(=O)(=O)c2ccccc2)cc1	-36%	-2%	-19%
Fc1ccc(C(NCCc2ccc(Cl)cc2)c2nnc(-c3ccccc3Cl)o2)cc1 (stereo unspecified)	0%	1%	-10%

(further entries)
canonical_smiles	TR SRC2 fluor cs	TRb SRC2 PPI	SMN2 splice enh
Cc1cc(Cl)ccc1NC(=O)CN(c1ccccc1Br)S(C)(=O)=O	0%	7%	16%
Cc1cccc(CN2CCN(CC(=O)NCc3ccc(Cl)cc3)C2=O)c1	0%	-4%	-7%
Cc1ccc(NC(=O)N2CCc3cc(S(=O)(=O)N4CCC(C)CC4)ccc32)cc1C	-3%	-3%	-5%
Cc1ccc2c(=O)cc(C(=O)Nc3nnc(CC(C)C)s3)oc2c1C	4%	5%	0%
COc1ccc(C2c3c(-c4ccccc4O)n[nH]c3C(=O)N2CCc2ccccc2)cc1 (stereo unspecified)	-27%	-1%	-7%
CCC1CN(C(=O)Nc2ccc(C(=O)O)cc2)c2cc(Cl)ccc2O1 (stereo unspecified)	-2%	14%	2%
COc1cc(NC(=O)c2cc3cc4ccc(C)cc4nc3o2)cc(OC)c1OC	-1%	-3%	-25%
COc1ccc(NC(=O)Cn2cnc3sc(C)c(S(=O)(=O)N4CCN(C)CC4)c3c2=O)cc1Cl	-1%	5%	27%
CCCN(C(=O)CCc1nc(-c2ccccc2F)no1)c1ccc(CC)cc1	0%	7%	-17%
Cc1ccc(CN2CCC(CNC(=O)Nc3cccc(C)c3C)C2)cc1 (stereo unspecified)	-1%	-6%	5%

Next part:
canonical_smiles	TR SRC2 fluor cs	TRb SRC2 PPI	SMN2 splice enh
COc1ccccc1-c1cc2nc(C)c(CCC(=O)NCCc3ccc(SC)cc3)c(C)n2n1	u	-3%	6%
COc1cccc(CNC(=O)C2CCC(CNS(=O)(=O)c3cccs3)CC2)c1 (stereo unspecified)	-2%	9%	-6%
Cc1oc(-c2ccccc2F)nc1Cn1c(SCc2cccc(Cl)c2)nc2ccncc21	-3%	7%	10%
Cn1c(=O)c2c(nc(N3CCOCC3)n2Cc2ccc(Br)cc2)n(C)c1=O	-3%	3%	0%
Cc1ccc(C(=O)N2CC(=O)Nc3ccc(Br)cc3C2c2ccc(F)cc2)cc1C (stereo unspecified)	0%	3%	-6%
O=C(Nc1ccc(NC(=O)c2cccs2)cc1)c1ccc(Cl)cc1	2%	-3%	-5%
Cc1ccc(Nc2c(-c3ccccc3O)nc3ccc(Br)cn23)cc1	-3%	1%	6%
COc1ccc(-c2cc(C(=O)N3CCN(c4ccc(F)cc4)CC3)no2)cc1OC	-5%	3%	-10%
Cn1c(C(=O)N2CCC(C(=O)NCCc3ccc(S(N)(=O)=O)cc3)CC2)cc2sccc21	5%	2%	16%
COC(=O)c1cc(NC(=O)CC2C(=O)OCCN2Cc2ccccc2)cc(C(=O)OC)c1 (stereo unspecified)	2%	7%	3%

Continued:
Below each SMILES: TR SRC2 fluor cs	TRb SRC2 PPI	SMN2 splice enh
Cc1c(NC(=O)c2ccc(N3CCC(C)CC3)c([N+](=O)[O-])c2)cccc1-c1nc2ccccc2o1
→ -11%	-2%	6%
CCC(O)c1nc2ccccc2n1CCOc1cc(C)cc(C)c1 (stereo unspecified)
→ -1%	1%	4%
COc1ccc(S(=O)(=O)N2CCC(C(=O)NC(C)c3ccccc3)CC2)cc1 (stereo unspecified)
→ -3%	-2%	-7%
CCc1ccc(C(=O)c2cn(CC(=O)Nc3ccc4c(c3)OCO4)c3cc(OC)c(OC)cc3c2=O)cc1
→ 2%	5%	-1%
Cc1sc2ncn(CC(=O)N(C)c3ccc(Br)cc3)c(=O)c2c1S(=O)(=O)N1CCC(C)CC1
→ -2%	7%	-2%
Cc1cc(C)cc(NC(=O)CSCn2nnc3c(=O)[nH]c(Cc4ccc(F)cc4)nc32)c1
→ u	-3%	2%
COc1ccc(NC(=O)C2CCCN(c3cnccn3)C2)c(OC)c1 (stereo unspecified)
→ 0%	7%	-2%
Cc1ccc2nc(-c3ccc(NC(=O)COc4ccc(Cl)c(C)c4)cc3)sc2c1
→ u	-8%	14µM*
CC(Sc1cn(CCNC(=O)c2ccccc2F)c2ccccc12)c1ccccc1 (stereo unspecified)
→ -10%	7%	-17%
Cc1ccc(C)c(Cn2nnc(C(=O)NCc3ccccc3)c2N)c1
→ -1%	-5%	6%
O=C(NCc1cccnc1)c1nn(-c2ccc(F)cc2)nc1CO
→ -2%	-1%	-37%[inhibitor]
Cc1ccc(C(C)C)c(OCC(=O)Nc2ccc(C(=O)OC3CCCCC3)cc2)c1
→ 6%	-1%	-9%
CC(=O)c1cccc(NC(=O)C2CCN(C(=O)c3cnn(-c4ccccc4)c3-n3cccc3)CC2)c1
→ 0%	4%	-21%
O=C(COc1ccccc1)Nc1ccc(OCc2cc(=O)n3ccsc3n2)cc1
→ -1%	11%	7%
O=C(CCCn1c(=O)c2sccc2n(Cc2ccc(Cl)cc2)c1=O)NCc1ccc2c(c1)OCO2
→ 4%	-1%	-3%
COc1ccc(N2CCN(c3cc(C)nc4nncn34)CC2)cc1
→ -1%	2%	-16%
COc1ccc(Cl)cc1C(=O)Nc1sc2c(c1C(=O)OC(C)C)CCCC2
→ 5%	7%	-4%
CCCCCn1c(=O)[nH]c2cc(C(=O)Nc3ccc(F)c(F)c3)ccc2c1=O
→ 0%	2%	4%
COc1ccc(N(C)C(=O)Cn2cnc3sc(C)c(S(=O)(=O)N4CCN(c5ncccn5)CC4)c3c2=O)cc1
→ 0%	0%	-5%
CCOC(=O)c1c(NC(=O)COc2ccc(OC)cc2)sc(C(=O)N(CC)CC)c1C
→ u	-4%	-41%[inhibitor]

Next records follow.
Below each SMILES: TR SRC2 fluor cs	TRb SRC2 PPI	SMN2 splice enh
COCCNC(=O)CSc1nc(-c2cc(OC)c(OC)c(OC)c2)[nH]c1-c1ccc(Cl)cc1
→ -5%	-9%	-7%
Cc1ccc2c(=O)cc(C(=O)Nc3c(C(=O)c4ccccc4)oc4ccccc34)oc2c1C
→ u	-9%	3%
CCOc1ccccc1C(=O)N1CC(=O)Nc2ccc(C)cc2C1c1ccccc1 (stereo unspecified)
→ 0%	1%	23%
Cc1cccc(N2CCN(C(=O)C3CCN(C(=O)c4cc5sccc5n4C)CC3)CC2C)c1 (stereo unspecified)
→ 0%	-1%	-47%[inhibitor]
CCOc1ccc(S(=O)(=O)Nc2cccc(OC)c2)c2cccnc12
→ -10%	8%	-6%
CN(Cc1ccccc1)C(=O)c1ccc2c(c1)N(Cc1ccccc1F)C(=O)c1ccccc1S2(=O)=O
→ -34%	-1%	1%
CCOC(=O)c1c(N)n(-c2ccc(CC)cc2)c2nc3ccccc3nc12
→ -2%	10%	-6%
Cc1ccccc1NC(=O)c1c(NC(=O)c2ccco2)sc2c1CCC(C(C)(C)C)C2 (stereo unspecified)
→ -4%	2%	1%
CC1CCc2c(sc3nnn(Cc4ccccc4Cl)c(=O)c23)C1 (stereo unspecified)
→ -8%	-3%	-5%
COc1ccc(S(=O)(=O)Nc2cc(-c3cn4cccc(C)c4n3)ccc2C)cc1C
→ 0%	-3%	18%
COc1cccc(NC(=O)CN2C(=O)c3cccc4cccc2c34)c1
→ 3%	0%	-7%
COc1ccccc1-c1nc(S(=O)(=O)c2ccc(Cl)cc2)c(N2CCCCCC2)o1
→ -3%	7%	-4%
CCN(CC)CCCNc1oc(/C=C/c2ccc(OC)c(OC)c2)nc1C#N
→ -3%	0%	3%
Cc1ccc(C)c(N2CCN(C3=C(c4ccccc4)C(=O)c4ccccc43)CC2)c1
→ -1%	-2%	8%
COc1cccc(C(=O)Nc2cccc(OCc3cc(=O)n4c5c(sc4n3)CCCC5)c2)c1
→ 1%	-9%	-7%
CC(=O)Nc1ccc(NC(=O)c2c(-c3ccccc3)noc2C)cc1
→ -1%	0%	-19%
CCC(Sc1nc2ccncc2[nH]1)C(=O)Nc1ccc(F)cc1 (stereo unspecified)
→ -2%	0%	-11%
Cc1ccc(NC(=O)Cn2c(-c3nonc3N)nc3ccccc32)cc1Cl
→ -1%	-2%	-4%
CCN(C(=O)Cn1cnc2c1c(=O)n(C)c(=O)n2C)c1ccccc1C
→ -31%	-9%	0%
COc1ccc(-n2c(-c3ccco3)nc3c(cnn3-c3ccccc3Cl)c2=O)cc1
→ 1%	4%	-8%

The results go on.
Below each SMILES: TR SRC2 fluor cs	TRb SRC2 PPI	SMN2 splice enh
COCCNC(=O)C1CCN(C(=O)c2cc3sccc3n2Cc2ccc(Cl)cc2)CC1
→ 28µM*[quencher]	-6%	-39%[inhibitor]
Cc1ccccc1CNC(=O)C(C)n1nc(C)n2c(cc3occc32)c1=O (stereo unspecified)
→ -32%	-3%	-2%
CCc1ccc(NC(=O)Cn2c(=O)n(CCCCC(=O)NCc3ccccc3Cl)c(=O)c3ccccc32)cc1
→ 1%	10%	-4%
Cc1ccc(NC(=O)C2CCCN(S(=O)(=O)c3cccc4cccnc34)C2)cc1 (stereo unspecified)
→ -4%	2%	-32%[inhibitor]
COc1ccccc1NC(=O)Cn1c(=O)n(Cc2cccs2)c(=O)c2cccnc21
→ 5%	3%	3%
CCCCCSc1nnc(-c2ccc(Br)cc2)o1
→ -3%	-13%	0%
CNC(=O)CN1C(=O)COc2ccc(S(=O)(=O)N3CCCCCC3)cc21
→ -2%	-8%	-11%

Filtered by structure, the compounds so far with an NH in an aromatic ring
Below each SMILES: TR SRC2 fluor cs	TRb SRC2 PPI	SMN2 splice enh
Cc1ccc(NC(=O)c2cc3c([nH]c2=O)CC(C)(C)CC3=O)c(C)c1
→ 4%	-5%	-3%
COc1ccc(C2c3c(-c4ccccc4O)n[nH]c3C(=O)N2CCc2ccccc2)cc1 (stereo unspecified)
→ -27%	-1%	-7%
Cc1cc(C)cc(NC(=O)CSCn2nnc3c(=O)[nH]c(Cc4ccc(F)cc4)nc32)c1
→ u	-3%	2%
CCCCCn1c(=O)[nH]c2cc(C(=O)Nc3ccc(F)c(F)c3)ccc2c1=O
→ 0%	2%	4%
COCCNC(=O)CSc1nc(-c2cc(OC)c(OC)c(OC)c2)[nH]c1-c1ccc(Cl)cc1
→ -5%	-9%	-7%
CCC(Sc1nc2ccncc2[nH]1)C(=O)Nc1ccc(F)cc1 (stereo unspecified)
→ -2%	0%	-11%

Source: PubChem
